ERK EGF block: inhibitors of EGF-stimulated ERK signaling pathway; HEK293-V1b, EGF-stimulated phospho-ERK AlphaScreen; Potency, µM (highest dose often 11.5 µM), for the others: top-dose activity change, negative = inhibition, usual class: inhibitors; 130,000 tested, 0.41% active; AID 1454; active = well fitted inhibition curve with a large enough effect; inconclusive = small, poorly fitted or top-dose-only effect, or effect the other way;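 also: plate controls were stimulated vehicle wells for no effect and unstimulated vehicle basal for full effect; nearly all actives have a fitted effect of over 55% in size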
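Compounds are titrated over HEK293-V1b cells kept overnight in 1% FBS. After 30 min at 37C, EGF (25 nM final) triggers ERK phosphorylation for 5 min, measured by AlphaScreen in lysates.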
* marks the source's active call; other numbers are inactive results; ? = inconclusive; & = joins results of further samples; [ ] = dose if it differs, or a comment. Potency is read from the fitted curve at half-maximal effect.

SMILES	ERK EGF block
CSCCC(=O)N1CCCC(CNC(=O)c2ccccc2Cl)C1 (configuration not stated)	-7.4%
CC(=O)NCCNC(=O)c1ccc(CSc2ccc(Cl)cc2)cc1	1.6%
Cn1nc(C(F)(F)F)c(-c2cccc(C(F)(F)F)c2)c1NC(=O)CSCC(=O)O	-3.0%[57.5 µM]
CC(=C\c1ccco1)/C=C1/SC(=S)N(CC(=O)O)C1=O	-4.3%[57.5 µM]
Cc1cccc(N2C(S)=C(C#N)C(=O)NC23CCCCC3)c1	7.8%
Cc1cccc(CSc2nnc(-c3cnccn3)n2C)c1	6.7%[57.5 µM]
O=C(NCc1ccco1)c1ccc2c(c1)N(Cc1ccc(Cl)cc1)CCS2	4.7%[57.5 µM]
COc1cc(/C=C2\NC(=S)N(C)C2=O)ccc1O	-15.4%
COc1ccc(CCN2C(=O)C(Oc3ccccc3)C2c2ccc3c(c2)OCO3)cc1 (configuration not stated)	13.9%
CCN1C(=O)/C(=C/C=C2/CCCN2C)OC1=S	-0.9%

Pulled by structure from the list above, four records:
SMILES	ERK EGF block
Cn1nc(C(F)(F)F)c(-c2cccc(C(F)(F)F)c2)c1NC(=O)CSCC(=O)O	-3.0%[57.5 µM]
Cc1cccc(CSc2nnc(-c3cnccn3)n2C)c1	6.7%[57.5 µM]
O=C(NCc1ccco1)c1ccc2c(c1)N(Cc1ccc(Cl)cc1)CCS2	4.7%[57.5 µM]
CC(=O)NCCNC(=O)c1ccc(CSc2ccc(Cl)cc2)cc1	1.6%

(list continues)
SMILES	ERK EGF block
CC(=O)N1N=C(c2cccc([N+](=O)[O-])c2)OC1(C)CC(=O)Nc1ccccc1 (configuration not stated)	-0.2%
COc1cc(CO)c(Br)cc1OCC(=O)Nc1ccccc1C	-2.4%
N#CCCN(C(=O)COC(=O)c1ccc(S(=O)(=O)Nc2ccccc2)cc1)c1ccccc1	3.0%
CC1Cc2nc(SCC(=O)NCC3CCCO3)n(Cc3ccccc3)c(=O)c2S1 (configuration not stated)	-13.2%
Cc1ccc(-c2c[n+](CC(=O)Nc3ccc(C)cc3C)c3n2CCC3)cc1	7.2%[57.5 µM]
O=C(OC(C(=O)NC1CCCCC1)c1ccccc1)c1ccco1 (configuration not stated)	9.4%
O=[N+]([O-])c1ccc(C2=Nc3cc(Cl)ccc3OC2)cc1	?
CCC1=C2CC[C@H]3C(=O)N(c4ccccc4)C(=O)[C@H]3[C@H]2[C@@]2(Cc3ccccc3)C(=NCCc3c[nH]c4ccccc34)OC(=O)N2C1=O	-2.6%
O=c1cc(O)c2sc3nc(C(F)(F)F)c4c(c3c2[nH]1)CCCCC4	-4.4%
CCOc1ccccc1N1CCN(CC(=O)N(CC(C)C)c2c(N)n(CC(C)C)c(=O)[nH]c2=O)CC1	-0.9%
CCOc1ccc(CSCCNC(=S)Nc2ccccc2)cc1	3.7%
Cc1ccc(NC(=O)c2scc3c2CCCC3)cc1	5.9%
CCCCN(CC)CCNC(=O)c1cc2c(=O)[nH]c3ccccc3c2n1C	3.7%[57.5 µM]
COc1cc(NC(=O)CCCSc2nc(-c3ccco3)cc(C(F)(F)F)n2)cc(OC)c1OC	2.6%
Cc1ccccc1C(=O)N[C@H](C(=O)Nc1ccc(Cl)c(Cl)c1)C(C)C	9.3%
Cn1c(=O)c2nc(Cl)c(-c3ccccc3)nc2n(C)c1=O	-3.4%
C[C@@H]1O[C@@H](O[C@H]2[C@H](Oc3cc(O)c4c(c3)O[C@H](c3ccc(O)cc3)CC4=O)O[C@H](CO)[C@@H](O)[C@@H]2O)[C@H](O)[C@H](O)[C@H]1O	2.6%&-5.7%
O=C(CCS(=O)(=O)c1cc(Br)cc2c1N(C(=O)C1CC1)CC2)N1CCN(c2ccccn2)CC1	-12.3%
CCc1nnc(NS(=O)(=O)c2ccc(NC(=S)NC(=O)/C=C/c3ccc(F)cc3)cc2)s1	0.8%
Cn1ccs/c1=N\C(=O)Nc1ccccc1	-3.6%[57.5 µM]
CN(C)Cc1ccccc1Cc1ccccc1	4.2%
N#Cc1c(-c2ccccc2Cl)c2c([nH]c1=O)-c1ccccc1OC2	4.2%[57.5 µM]
COc1ccc(NC(=O)COC(=O)/C=C/c2ccccc2[N+](=O)[O-])cc1OC	5.1%
CCOC(=O)c1cnc(-n2[nH]c(C)c(Cc3ccccc3)c2=O)[nH]c1=O	-2.1%
COc1ccc(OC)c(/C=C/C(=O)NC2=NCCS2)c1	25.5%
CCOC(=O)C(C)Oc1ccc(NC(=O)C(Cl)Cl)cc1 (configuration not stated)	6.5%[57.5 µM]
O=C(O)CCc1nnc(SCC(=O)Nc2ccc(Cl)c(C(F)(F)F)c2)[nH]c1=O	0.5%
N#Cc1c(Cl)nc(N/N=C/c2ccccc2)c(Cl)c1Cl	-9.6%
CCCC(=O)Nc1ccc2c(c1)nc1n2CCN(C2CCCCC2)C1	-4.7%
COC(=O)c1nn(-c2ccc(OC)cc2)c(=O)cc1Sc1ccc(C)cc1	-5.0%
O=C(Nc1ccccc1)N1CC[C@@]2(CCCN(C(=O)c3cccc(F)c3)C2)C1	2.9%
O=C(Nc1cccc(S(=O)(=O)N2CCOCC2)c1)c1ccc(N2CCOCC2)c([N+](=O)[O-])c1	-8.0%
CCC(C)NC(=O)CCn1c(-c2ccc(F)cc2)cc(C(C)=O)c1C (configuration not stated)	-2.1%
COc1ccc(N2C(=S)NC3c4cc(Cl)ccc4OC2(C)C3C(=O)N(C)C)cc1 (configuration not stated)	-10.9%[57.5 µM]
CCC1CCCCN1C(=O)c1cc(COc2ccc3ncccc3c2)on1 (configuration not stated)	-17.9%[57.5 µM]
CC(C)C(=O)Nc1nnc(-c2ccco2)s1	2.9%[57.5 µM]
COc1ccc(N(CC(=O)Nc2ccc(F)cc2)S(=O)(=O)c2ccccc2[N+](=O)[O-])c(OC)c1	2.5%
O=C(NN=C1CCCCCC1)c1cccnc1	11.7%
COc1ccccc1OCC(=O)N/N=C1\CCCCc2ccccc21	4.8%[57.5 µM]
Fc1ccc2nc(C3CCN(Cc4nc(CC5CC5)no4)CC3)[nH]c2c1	-2.6%

Five compounds already listed, sorted by the value under ERK EGF block, smallest number first.
SMILES	ERK EGF block
O=C(Nc1cccc(S(=O)(=O)N2CCOCC2)c1)c1ccc(N2CCOCC2)c([N+](=O)[O-])c1	-8.0%
CCC(C)NC(=O)CCn1c(-c2ccc(F)cc2)cc(C(C)=O)c1C (configuration not stated)	-2.1%
COc1ccc(N(CC(=O)Nc2ccc(F)cc2)S(=O)(=O)c2ccccc2[N+](=O)[O-])c(OC)c1	2.5%
O=C(Nc1ccccc1)N1CC[C@@]2(CCCN(C(=O)c3cccc(F)c3)C2)C1	2.9%
O=C(NN=C1CCCCCC1)c1cccnc1	11.7%

Next part:
SMILES	ERK EGF block
Cc1ccc(S(=O)(=O)NCCCCCC(=O)Nc2ccccc2)cc1	-6.9%
CC(=O)Nc1nnc(-c2c(-c3ccccc3Cl)noc2C)o1	-7.0%[57.5 µM]
O=c1nc2sc3ccccc3n2c(=O)n1-c1ccc(Cl)cc1	-4.7%[57.5 µM]
NNC(=O)CNC(=O)c1ccc(F)cc1	-5.2%
Cc1ccnc(NS(=O)(=O)c2ccc(NC(=O)c3ccc(C)o3)cc2)n1	3.2%
CCN(CC)c1ccc(NC2CC(=O)N(CCc3ccc(OC)cc3)C2=O)cc1 (configuration not stated)	35.5µM*
COc1ccc(C(=O)C2CCCN(Cc3cn[nH]c3-c3ccc(F)cc3)C2)cc1OC (configuration not stated)	0.8%
CCN(CC)S(=O)(=O)c1ccc(N/N=C/c2ccc(OC)c(OC)c2OC)nc1	13.6%
CC(C)CC(=O)c1c[nH]c(C(=O)NCc2cccnc2)c1	3.2%
CN(c1ccc(C(=O)NCCSCc2c(F)cccc2Cl)cc1)S(C)(=O)=O	-5.9%

As a working copy, three of the compounds above:
SMILES	ERK EGF block
CCN(CC)c1ccc(NC2CC(=O)N(CCc3ccc(OC)cc3)C2=O)cc1 (configuration not stated)	35.5µM*
COc1ccc(C(=O)C2CCCN(Cc3cn[nH]c3-c3ccc(F)cc3)C2)cc1OC (configuration not stated)	0.8%
CCN(CC)S(=O)(=O)c1ccc(N/N=C/c2ccc(OC)c(OC)c2OC)nc1	13.6%

Back to the main list, starting 3 compounds before the break.
SMILES	ERK EGF block
CCN(CC)S(=O)(=O)c1ccc(N/N=C/c2ccc(OC)c(OC)c2OC)nc1	13.6%
CC(C)CC(=O)c1c[nH]c(C(=O)NCc2cccnc2)c1	3.2%
CN(c1ccc(C(=O)NCCSCc2c(F)cccc2Cl)cc1)S(C)(=O)=O	-5.9%
CC(=O)N1CCN(S(=O)(=O)c2cccc(C(=O)Nc3ccc4c(c3)OCO4)c2)CC1	-7.4%
CCOC(=O)C1=C(C)Nc2nc3ccccc3n2C1c1cccs1 (configuration not stated)	-4.4%
CCn1c(/C=C/c2ccccc2[N+](=O)[O-])nc2ccccc2c1=O	-3.3%
O=C(N/N=C/c1c(F)c(F)c(F)c(F)c1F)c1ccc(Cn2cc(Br)cn2)o1	-13.4%
C/C(=C/C#N)Nc1ccc(C)cc1	4.3%
Cc1ccc(C(=O)NCCc2n[nH]c(=S)n2C)cc1	0.7%
O=C(NCCc1ccc(Cl)cc1)c1ccc2nc[nH]c2c1	4.6%
CNC(=S)N/N=C/c1c(C(=O)OC)cnn1-c1ccc(F)cc1F	1.2%[57.5 µM]
CC(=O)c1ccc(NC(=O)CSc2nc3nc(C)cc(C)n3n2)cc1	4.7%
CCOC(=O)c1ccc(NC(=O)c2nc[nH]c2C(=O)NC2CCN(C(=O)OC(C)(C)C)CC2)cc1	-12.6%[57.5 µM]
CC(=O)NNC(=O)c1cc2sccc2s1	-8.8%[57.5 µM]
C=CCOc1ccccc1/C=N/NC(=O)c1ccc(Cl)cc1Cl	5.6%
O=C(NCCc1cnn(-c2ccccc2)c1)c1cc(COc2c(F)cccc2F)on1	-2.1%
Cc1ccc(C)c(NC(=S)NCCN(C2CCCCC2)C2CCCC2)c1	4.0%
Cc1ccc(NC(=O)Cc2c[nH]c3ccccc23)cc1S(=O)(=O)N1CCCCCC1	-3.7%
COc1ccc(NC(=O)N2CCC3(CC2)CCN(S(=O)(=O)c2ccccc2)CC3)cc1	3.0%
Nc1nccc(-c2nn(-c3ccc(Cl)cc3)ccc2=O)n1	1.1%[57.5 µM]
COc1ccc(/C=C2\C(=O)N(c3c(Cl)cc(Cl)cc3Cl)N=C2NC(=O)c2cccc([N+](=O)[O-])c2)cc1	-5.2%
Cc1ccccc1NC(=O)c1ccccc1NC(=O)Cc1cccc2ccccc12	-5.8%
CS(=O)(=O)N1CCC2(CCCN(C(=O)Nc3ccccc3)C2)CC1	6.7%
CC(C)C(c1nnnn1C1CCCC1)N1CCC(C(N)=O)CC1 (configuration not stated)	5.5%
O=C(COc1ccc([N+](=O)[O-])cc1Cl)NCCc1ccccc1	1.2%
Cc1cccc2cc3c(N)c(C(=O)N4CCCc5ccccc54)sc3nc12	6.1%
Cc1ccc(NC(=O)CS(=O)CC(=O)N(c2ccc(C)cc2)C(C)C(=O)NC2CCCCC2)cc1 (configuration not stated)	9.0%
CC(=O)c1cccc(NC(=S)NCCc2ccc(Cl)cc2)c1	-6.3%
Cc1cc(C)[n+](C)n1CC(O)Cn1c2ccccc2c2ccccc21 (configuration not stated)	0.3%
Cc1cc(C)nc(/N=C(/NC(=O)Nc2ccc(Cl)c(Cl)c2)Nc2cccc(Cl)c2)n1	-1.7%
c1ccc(-c2nc(-c3ccncc3)n[nH]2)nc1	6.1%[57.5 µM]
O=C(Nc1ccc(CN2CCS(=O)(=O)CC2)cc1)c1ccccc1	6.5%[57.5 µM]
COc1ccc(NC(=S)NC2CCCCC2)cn1	0.9%
COC(=O)c1cc(NC(=S)N2CCN(c3ccccn3)CC2)cc(C(=O)OC)c1	-7.3%
Oc1ccc(/C(Cc2ccccn2)=N\Nc2ccccc2)c(O)c1	-10.9%
C=C[C@@]1(C)CC(=O)[C@@]2(O)[C@@]3(C)[C@@H](O)CCC(C)(C)[C@@H]3[C@H](OC(=O)CCN(C)C)[C@H](OC(C)=O)[C@@]2(C)O1	-1.3%
CC(C)CNC(=O)NC(=O)COC(=O)c1cccc(NS(=O)(=O)c2ccc(F)c(F)c2)c1	-1.6%
COc1ccccc1-n1c(SCC(=O)OC(C)C)nc2cccnc21	8.7%[57.5 µM]
Cc1ccc(NC(=O)CSc2nnc(-c3ccccn3)n2N)cc1F	7.3%[57.5 µM]
CN(C(=O)COC(=O)c1cc([N+](=O)[O-])ccc1Sc1ccccc1)C1CCS(=O)(=O)C1 (configuration not stated)	-1.0%
CCOC(=O)c1sc(NC(=O)C(CC)Sc2nnc3c4ccccc4n(CC)c3n2)nc1C (configuration not stated)	-11.7%[57.5 µM]
CCOC(=O)NC(=O)/C(C#N)=C(/C)N(C)C	-3.5%
COc1ccc(CNC(=O)Cn2ncn3cccc3c2=O)cc1	5.1%

Screening data deposited in PubChem by National Center for Advancing Translational Sciences (NCATS).

These rows are one share of the data; the hit share may differ from the screen's.
